ST2 inh = blocks human ST2 binding to IL-33 | inhibition, % for hits at 17 µM | AlphaLISA ST2-Fc/biotin-IL-33 interaction, 1 h | 78,000 tested, 2.3% active | Q01638 | AID 1259354; in the data active means inhibition above about 30%; inconclusive means mostly about 10% to 28%
Target sequence (Q01638 whole entry, looked up): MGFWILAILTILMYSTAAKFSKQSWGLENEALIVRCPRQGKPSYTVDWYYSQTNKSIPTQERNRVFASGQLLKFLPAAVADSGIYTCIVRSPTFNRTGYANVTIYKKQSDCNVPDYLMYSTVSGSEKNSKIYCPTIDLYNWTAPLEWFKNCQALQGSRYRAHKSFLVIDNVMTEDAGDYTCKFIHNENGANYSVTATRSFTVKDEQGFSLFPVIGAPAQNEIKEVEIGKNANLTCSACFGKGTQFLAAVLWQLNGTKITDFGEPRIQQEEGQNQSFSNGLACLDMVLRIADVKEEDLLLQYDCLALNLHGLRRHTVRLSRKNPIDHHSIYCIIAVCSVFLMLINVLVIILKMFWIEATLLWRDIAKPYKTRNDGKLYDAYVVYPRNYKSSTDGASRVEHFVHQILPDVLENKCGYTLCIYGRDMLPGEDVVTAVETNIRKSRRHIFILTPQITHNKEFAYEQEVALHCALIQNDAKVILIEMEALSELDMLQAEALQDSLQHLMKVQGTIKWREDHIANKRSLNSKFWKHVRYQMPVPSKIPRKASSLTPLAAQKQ
* marks the source's active call; other numbers are inactive results; i = inactive; ? = inconclusive.

The first 17 records, ahead of the listing:
SMILES	ST2 inh
Cc1nn(C)c(C)c1CCc1nc(CC(C)C)nn1-c1ccccn1	i
COc1cccc(C2C3=C(CCCC3=O)Nc3nc(SC)[nH]c(=O)c32)c1 (stereo not given)	i
OCCCn1cnc(-c2ccccc2)c1-c1ccc(-c2cncnc2)cc1	i
COc1ccccc1CNC(=O)C1c2cc(OC)c(OC)cc2C(=O)N(C)C1c1ccccc1F (stereo not given)	i
Cc1ccc(C)c(OC(C)C(=O)NCCc2n[nH]c3c2CCCC3)c1 (stereo not given)	?
COc1ccc(CN2CCN(c3ccccc3Cl)CC2)c(OC)c1OC	i
CCc1ccc2nc(N3CCC(C(=O)NCCCN4CCOCC4)CC3)sc2c1	i
CCc1c(C)nc2ncnn2c1Sc1ccccc1NC(=O)Nc1ccc(F)cc1	i
O=C(O)[C@H]1C[C@@H](C(=O)N2CCCC2)CN(C/C=C/c2ccccc2)C1	i
CCOc1ccc2cc(C(N)=O)c(=Nc3ccccc3OC)oc2c1	?
CC(C)OC(=O)c1c(NC(=O)COc2ccc(F)cc2F)sc2c1CCC2	i
COc1ccc(OC)c(C2SCCN2S(=O)(=O)c2ccc(Cl)c(Cl)c2)c1 (stereo not given)	i
CC(C)Cc1nc(C2CC(=O)N(Cc3ccccn3)C2)n(-c2ccccn2)n1 (stereo not given)	i
CC(C)CNC(=O)c1ccc(Br)o1	i
CC1CCCCC1NC(=O)C(Cc1ccccc1)NS(=O)(=O)c1cccs1 (stereo not given)	i
CN1C(=O)C2(CCCN(C(=O)c3cc4sccc4[nH]3)C2)c2ccccc21 (stereo not given)	i
Cc1ccoc1C(=O)N(C)Cc1ccc(-n2cccn2)cc1	i

This part in full, from the first entry:
SMILES	ST2 inh
Cc1nn(C)c(C)c1CCc1nc(CC(C)C)nn1-c1ccccn1	i
COc1cccc(C2C3=C(CCCC3=O)Nc3nc(SC)[nH]c(=O)c32)c1 (stereo not given)	i
OCCCn1cnc(-c2ccccc2)c1-c1ccc(-c2cncnc2)cc1	i
COc1ccccc1CNC(=O)C1c2cc(OC)c(OC)cc2C(=O)N(C)C1c1ccccc1F (stereo not given)	i
Cc1ccc(C)c(OC(C)C(=O)NCCc2n[nH]c3c2CCCC3)c1 (stereo not given)	?
COc1ccc(CN2CCN(c3ccccc3Cl)CC2)c(OC)c1OC	i
CCc1ccc2nc(N3CCC(C(=O)NCCCN4CCOCC4)CC3)sc2c1	i
CCc1c(C)nc2ncnn2c1Sc1ccccc1NC(=O)Nc1ccc(F)cc1	i
O=C(O)[C@H]1C[C@@H](C(=O)N2CCCC2)CN(C/C=C/c2ccccc2)C1	i
CCOc1ccc2cc(C(N)=O)c(=Nc3ccccc3OC)oc2c1	?
CC(C)OC(=O)c1c(NC(=O)COc2ccc(F)cc2F)sc2c1CCC2	i
COc1ccc(OC)c(C2SCCN2S(=O)(=O)c2ccc(Cl)c(Cl)c2)c1 (stereo not given)	i
CC(C)Cc1nc(C2CC(=O)N(Cc3ccccn3)C2)n(-c2ccccn2)n1 (stereo not given)	i
CC(C)CNC(=O)c1ccc(Br)o1	i
CC1CCCCC1NC(=O)C(Cc1ccccc1)NS(=O)(=O)c1cccs1 (stereo not given)	i
CN1C(=O)C2(CCCN(C(=O)c3cc4sccc4[nH]3)C2)c2ccccc21 (stereo not given)	i
Cc1ccoc1C(=O)N(C)Cc1ccc(-n2cccn2)cc1	i
CSC1=NCCN1C(=O)c1ccc(Br)cc1	i
COCc1cn([C@H]2CO[C@H]3[C@@H]2OC[C@H]3OC(=O)Nc2ccc(C(C)=O)cc2)nn1	i
O=C(CCC1=NS(=O)(=O)c2ccccc2N1)N1CCN(Cc2ccc3c(c2)OCO3)CC1	?
O=C(Cc1ccccc1)NC(Nc1ccccc1Cl)C(Cl)(Cl)Cl (stereo not given)	?
COC(=O)C1C(=O)NC(SCc2ccccc2)=C(C#N)C1c1ccccc1 (stereo not given)	?
COc1cccc(N2CC(NC(=O)CCc3ccccc3)CC2=O)c1 (stereo not given)	i
Cc1nc(C)c(CC(=O)N(C)C2Cc3ccccc3C2)c(=O)[nH]1	i
CCC1Oc2ccccc2N(CC(=O)N2CC(C)CC(C)C2)C1=O (stereo not given)	i
Cc1nc(CN(C)C(=O)CC2(c3ccccc3F)CC(=O)N(C3CCCCC3)C2=O)cs1 (stereo not given)	i
Cc1ccc(N2C(=O)C3N=NN(CC(=O)Nc4ccc(C)cc4C)C3C2=O)cc1 (stereo not given)	i
CCCCOC(=O)CSc1nnc(-c2ccccc2)c(=O)[nH]1	i
COCCNC(=O)c1ccc(CS(=O)(=O)c2ccccc2OC)o1	i
COc1cc(/C=C2/C(=O)N(c3ccc(Cl)c(Cl)c3)N=C2C)cc(Br)c1O	37.0%*
CCCC(=O)N(c1ccc2oc(C)c(C(=O)OCC)c2c1)S(=O)(=O)c1ccc2ccccc2c1	i
Cc1ccc(Cn2c(CNC(=O)c3cccs3)nc3cccnc32)cc1	?
Cc1[nH]c(=O)c(C#N)cc1-c1ccc2nccn2c1	?
O=C1c2ccccc2NC(c2ccc(Br)cc2)N1Cc1ccccc1 (stereo not given)	i
O=C1CCC(C(=O)NC2CCCN(CC3CCCCC3)C2)=NN1 (stereo not given)	i
COc1ccc(NC(=O)CN(c2cccc(C)c2)S(C)(=O)=O)cc1Cl	i

Part of the list above in order of molecular weight, descending.
SMILES	ST2 inh
COc1cc(/C=C2/C(=O)N(c3ccc(Cl)c(Cl)c3)N=C2C)cc(Br)c1O	37.0%*
COc1ccc(NC(=O)CN(c2cccc(C)c2)S(C)(=O)=O)cc1Cl	i
CCC1Oc2ccccc2N(CC(=O)N2CC(C)CC(C)C2)C1=O (stereo not given)	i

Following part:
SMILES	ST2 inh
CC1=NOC(C(=O)N(C)Cc2c(C)noc2C)C1 (stereo not given)	?
O=C(Nc1ccccc1Br)c1cccc([N+](=O)[O-])c1	i
Cc1ccccc1NC(=O)CC(=O)NCCC(=O)Nc1ccccc1F	?
CCOC(=O)Nc1ccc2c(c1)N(C(=O)CN(CC)CC)c1ccccc1S2	?
COc1ccccc1CN1C(=O)CCC1(C)C(=O)NC1CCCCCC1 (stereo not given)	?
O=C(C1CCC1)N1CCc2cc(S(=O)(=O)NC3CCCCCC3)ccc21	i
c1ccc(CN2CCN(Cc3ccccn3)CC2)nc1	i
Cn1cnc(SCC(=O)N2c3ccccc3C(C)(c3ccccc3)CC2(C)C)n1 (stereo not given)	?
O=C(Nc1ncccc1Cl)C(Sc1ccccc1)c1ccccc1 (stereo not given)	i
Cc1nn(C)c(Cl)c1S(=O)(=O)N1CC[C@@H]2CC[C@H](C1)N2C	?
CC(c1ccc(-c2ccc(C(=O)O)c(Cl)c2)cc1)N1CCCCC1 (stereo not given)	i
Cc1ccc(C2CC(c3ccccc3)Nc3ncnn32)cc1 (stereo not given)	i
CCOC(=O)c1c(NC(=O)COc2ccc3c(C)cc(=O)oc3c2)sc2c1CCCC2	i
Cc1cc(=O)oc2c(CN3CCC(C)CC3)c(O)c(Cl)cc12	i
O=C(NCc1csc(-c2cnccn2)n1)c1cccc2c1NCCC2	i
O=C(OCCN1CCOCC1)C1(c2ccccc2)CCCCC1	?
COCCNC(=O)c1ccc2c(c1)ncn2C1CCCC1	i
CNC(=O)C1CCC(Cn2c(=O)c3sccc3n(CC(=O)Nc3ccccc3OC)c2=O)CC1 (stereo not given)	i
COc1ccc(CNc2oc(COc3ccccc3Cl)nc2C#N)cc1	?
Cc1ccnc(NC(=O)C2CCN(S(=O)(=O)c3cc4c(cc3C)NC(=O)CO4)CC2)c1	i
CCn1c2ccccc2c2cc(C3C(C#N)=C(N)OC4=C3C(=O)CCC4)ccc21 (stereo not given)	i
CCN1CCN(c2nc3c(c(=O)n(C)c(=O)n3C)n2CCSc2nccc(C)n2)CC1	i
CCCCNC(=O)c1cc2n(n1)C(C(F)(F)F)CC(c1ccc(Cl)c(Cl)c1)N2 (stereo not given)	i
Cc1ccc(Nc2cc(C)nc(N3CCN(S(=O)(=O)c4cc(C)c(C)cc4C)CC3)n2)cc1	?
CC1(C)CC(=O)C(C=Nc2cccc(C(F)(F)F)c2)=C(O)C1	i
CCn1cc(C(=O)N2CC(C)CC(C)C2)c2cc(OC)c(OC)cc2c1=O (stereo not given)	i
Brc1ccc2c(c1)C1CC(c3cccs3)=NN1C1(CCCC1)O2 (stereo not given)	?
CC1=C(C)CS(=Nc2ccccc2[N+](=O)[O-])N(S(=O)(=O)c2ccccc2)C1 (stereo not given)	?
CC(NS(C)(=O)=O)C(c1cccs1)N1CCN(c2ccccc2)CC1 (stereo not given)	?
c1ccc(-c2csc3ncnc(N4CCCCC4)c23)cc1	i
CCN1CCCC1CN(CC1CCN(CCOC)CC1)C(=O)C1CCOCC1 (stereo not given)	i
O=C(O)CCCC(=O)NC1CCCCCC1	i
CCCc1cnc(N2CCC3(CCC(=O)N(C)CC3)CC2)nc1	?
CCOC(=O)C1C(=O)C=C(c2ccc(F)cc2)CC1c1ccccc1OCC (stereo not given)	?
CN1C[C@@H](NC(=O)Nc2ccc(Cl)cc2)C[C@H]1c1nc(-c2ccccc2)no1	i
O=C1NCCN(Cc2cccc3ccccc23)C1CC(=O)N1CCN(c2cnccn2)CC1 (stereo not given)	i
CSc1ccc(CC(=O)N2CC(=O)N(CC3CCOCC3)CC(OCc3cccnc3)C2)cc1 (stereo not given)	?
CCOc1ccc(C(C)(N)C(=O)O)cc1 (stereo not given)	i
CCCN(Cc1ccccc1OC)C(=O)CC1CNCCO1 (stereo not given)	?
COc1ccc(C2=Nn3c(nnc3-c3cccc(F)c3)SC2)cc1	i
COC[C@H]1CCCN1[C@@H]1[C@H](O)[C@H](CO)O[C@@H]1CNC(=O)c1ccco1	i
CSc1oc(-c2ccc(F)cc2)nc1S(=O)(=O)c1ccc(F)cc1	i
COC(=O)c1ccc(Oc2ncnc3sc(C)c(C)c23)cc1	i
CC1=C(C#N)C(C)(C)C(C#N)=C(C)N1	i
CCOC(=O)C(C)Oc1ccc2c(=O)c(-c3ccc4c(c3)OCCCO4)c(C)oc2c1 (stereo not given)	i
Cn1c(=O)c2[nH]c(-c3ccccc3)nc2n(C)c1=O	?
CCCOC(=O)C1=C(C)NC2=C(C(=O)C(C(=O)OC)C(C)C2)C1c1ccc(C)o1 (stereo not given)	i
Cc1[nH]c(=O)[nH]c(=O)c1-c1ccc(-c2ccn[nH]2)cc1	i
Cn1c(=O)cc(SCC(=O)NCCC2=CCCCC2)c2ccc(Cl)cc21	i
COc1cccc(CNC(=O)C(=O)Nc2ccc(C)c(Cl)c2)c1	i
Cc1nc(N=C(N)NC(=O)COc2ccc(Cl)cc2)nc2ccccc12	?
CC1CCCCN1CCNC(=O)c1ccc2c(c1)ncn2C1CCCC1 (stereo not given)	i
O=C(O)CCNC(=O)c1ccco1	i
O=C(COc1ccc([N+](=O)[O-])cc1)NCc1ccccc1	i
COc1cccc(OC)c1OCC(O)CN1CCN(C)CC1 (stereo not given)	i
Cc1cncc(NC(=O)c2cccc(CN3CCCC3c3ccccn3)c2)c1 (stereo not given)	i
O=C1CCC(C(=O)N2CCC(c3ccncc3)CC2)CN1CC1CCCCC1 (stereo not given)	i
COc1ccc2nc(NC(=O)c3cn(C)c(=O)c4c3c3ccccc3n4C)sc2c1	i
CCn1ncnc1CN1CCN2CCN(C)C(=O)C2C1 (stereo not given)	i
CC(=O)c1ccc(NC(=O)/C(=C\c2ccc3c(c2)OCO3)NC(=O)c2ccccc2Cl)cc1	i

Next section:
SMILES	ST2 inh
CCc1ccccc1NS(=O)(=O)c1cc(Cl)ccc1OC	i
CCOC(=O)C1CCCN(C(=O)c2cn(Cc3ccccc3F)nn2)C1 (stereo not given)	i
CCCn1ncc(C(=O)N(C)Cc2nc3ccsc3c(=O)[nH]2)c1C	?
COc1ccc(C(=O)Nc2ccc(C)c(C)c2)cc1OC	i
O=[N+]([O-])c1ccc2[nH]c3c(c2c1)CCCC3=NCc1ccccc1	?
COc1cc2c(cc1OC)CN(Cc1ccc(SC)cc1)CC2	?
CC1(C)CC(=O)C2=C(C1)N(c1ccc(F)cc1)C(N)=C(C#N)C2c1cccs1 (stereo not given)	i
Oc1ccc(C(c2ccc(O)cc2)C(Cl)(Cl)Cl)cc1	i
Oc1ccc(-c2nccn2C2CCC2)c(Cl)c1	?
COC(=O)C1CCN(C(=O)CC[C@H]2CNC(=O)[C@@H]3[C@@H](CCN3CC(C)(C)C)N2C)CC1	i
CCOc1ccc(CC(=O)N(c2ccc(C(C)C)cc2)C2C=CS(=O)(=O)C2)cc1 (stereo not given)	i
CCOc1ccc(-c2cnc3ccccc3n2)cc1	?
COc1ccc(-c2[nH]ncc2CN2CC[C@H]3CC[C@@H](C2)N3)cc1	?
Clc1ccc(-n2nnnc2-c2ccccc2)cc1Cl	i
Cc1ccc(SC2CCN(C(=O)c3cn(CCc4ccccc4)nn3)CC2)cc1	i
Cc1ccc(C#N)c(SCC(=O)c2ccc(Br)cc2)n1	?
COc1ccc(C2C(C(=O)NC3CCCCCC3)c3cc(OC)c(OC)cc3C(=O)N2C)cc1 (stereo not given)	i
CCOc1ccc(/C=C2\N=C(c3ccc(Br)cc3)OC2=O)cc1	i
CC12CN3CC(C)(CN(C1)C3c1ccc3c(c1)OCO3)C2=O (stereo not given)	i
O=C(NCc1ccccc1)c1ccc2snnc2c1	i
Brc1ccc(N=C/C=C/C=C/Nc2ccc(Br)cc2)cc1	i
COc1ccc(C(=O)ON=C2c3ccccc3-c3ccccc32)cc1	40.0%*
CNC(=O)c1ccc(NC(=O)Nc2ccccc2)cc1	i
Cc1nc2c(C(=O)N3CCCC3)c[nH]n2c(=O)c1Cc1ccc(Cl)cc1	i
CC1=C(C(=O)Nc2ccccc2)C(c2cccc(O)c2)n2ncnc2N1 (stereo not given)	i
CCOc1ccc2cc(-c3cc4c(c(C)n3)c(=O)oc3cc(OCC)ccc34)c(=O)oc2c1	i
O=C(O)C1CC=CCC1C(=O)Nc1ccc2c(c1)OCO2 (stereo not given)	i
Cc1ccc([N+](=O)[O-])cc1N=Cc1nc(-c2ccc(Cl)cc2)oc1O	?
OCCNc1nnnc2c1sc1nc(N3CCOCC3)c3c(c12)CCCC3	i
CCc1ocnc1C(=O)NCc1cccnc1N1CCOCC1	i
O=S(=O)(c1cccc2ccccc12)N1CCC2(CCCNC2)C1 (stereo not given)	i
CC1CCN(C(=O)c2cc3c(=O)n4ccccc4nc3n2C)CC1	?
O=C(COc1ccccc1Br)NCc1ccccc1	i

This is a subset; count on the stated rates, not on these rows.
